Screens from PubChem.
TSG101-PTAP inh – qHTS Assay for Iinhibitors of HIV-1 Budding by Blocking the Interaction of PTAP/TSG101. 340,000 tested, under 10 active. Potency, µM (doses to about 115 µM), inactives show top-dose activity change, negative = inhibition, hits mostly inhibitors. Fluorescence polarization, FITC-PTAP peptide / Tsg101 binding. AID 493005, 2010. Tumor susceptibility gene 101 protein (Homo sapiens), Q99816; active means well fitted inhibition curve with a large enough effect in the main read-out, with a control signal flat, not every such curve was filed as active; inconclusive means small, poorly fitted or top-dose-only effect, or effect the other way, or a change in a side signal; inactive means no such curve, though single readings can be large or run the other way; further: potency means the concentration at half of the fitted maximal effect; % of control where 0% means no effect
Target sequence (Q99816 whole entry, looked up): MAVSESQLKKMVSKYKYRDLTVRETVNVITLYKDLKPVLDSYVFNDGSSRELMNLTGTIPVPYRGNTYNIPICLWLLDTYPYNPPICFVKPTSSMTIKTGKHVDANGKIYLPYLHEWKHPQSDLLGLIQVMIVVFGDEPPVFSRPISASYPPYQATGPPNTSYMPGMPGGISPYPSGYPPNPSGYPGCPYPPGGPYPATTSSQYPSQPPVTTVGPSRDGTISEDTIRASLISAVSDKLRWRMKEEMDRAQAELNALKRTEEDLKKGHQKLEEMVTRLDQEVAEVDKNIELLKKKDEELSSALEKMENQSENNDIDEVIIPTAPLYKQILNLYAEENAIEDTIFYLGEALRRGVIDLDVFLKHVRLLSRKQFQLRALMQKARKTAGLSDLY
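FP read-out: FITC-PTAP peptide, 50 nM final, binding Tsg101 binding domain, 10 uM final; 20 min, r.t.; 10 mM HEPES pH 7.5, 0.15 M NaCl, 0.01% Tween 20, 3 mM EDTA, 0.1 mM TCEP.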
Eya2 phos inh – qHTS Assay for Inhibitors of the Phosphatase Activity of Eya2. recombinant Eya2, OMFP fluorescence dephosphorylation (OMFP is methylfluorescein phosphate). Potency, µM (doses to about 76.9 µM), for the others: top-dose activity, negative = inhibition, usual class: inhibitors. 0.006% of 330,000 active. AID 488837, 2010; further: potency means the concentration at half of the fitted maximal effect; on the % scale 0 is the no-effect control and ±100 the full control effect
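Eya2 protein (added as 0.2 uM solution) was preincubated with compound for 10 min at ambient temperature in 50 mM HEPES pH 7.5, 50 mM NaCl, 5 uM MgCl2, 0.05% BSA, 1 mM DTT. OMFP (added at 50 uM) then reacted 10 min; fluorescence read at 485/525 nm.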
BRCA1 expr act – qHTS Assay to Identify Small Molecule Activators of BRCA1 Expression. MCF7-BRCA1-FFLuc reporter, luminescence, 48 h; response scale: scaled: vehicle 0%, 10 µM genistein 100%. Potency, µM (highest dose often 46.1 µM), for the others: at the highest dose activation, actives largely listed as activators. 1.1% of 380,000 active; further: potency means the concentration at half of the fitted maximal effect; nearly all actives have a fitted effect of over 80% in size; some results filed as inactive show a strong effect at the top dose
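Reporter cells (MCF7, BRCA1 promoter-firefly luciferase) received library compounds across a concentration series for 48 h. End-point luminescence was measured and concentration-effect curves derived after normalization.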
TRPV1 agonist – HTS Assay for Compounds that Act as Agonists of the Vanilloid Receptor 1; TRPV1-expressing cells, Fluo-8 calcium influx, agonist mode; activation, % at 8.33 µM; 0.19% of 320,000 active; AID 540275, 2011; in the data active means activation above about 80%; inconclusive means between about 30% and that limit; further: 0% is about no effect
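TRPV1-expressing cells were cultured overnight at 35.5C and loaded with Fluo-8 calcium dye for 40 to 90 min at room temperature. After a 10 s baseline, compound was added and calcium influx was read kinetically for 3 min (ex 480/em 520 nm).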
ASM inhibitor – Inhibitors of Secretory Acid Sphingomyelinase (S-ASM): qHTS | placental ASM, HMU-PC fluorogenic substrate, 60 min | Sphingomyelin phosphodiesterase (Homo sapiens), P17405 | AID 504937, 2011 | 0.006% of 340,000 active | Potency, µM (series often up to 57.5 µM), without a hit: top-dose activity change, negative = inhibition, actives largely listed as inhibitors; further: potency means the concentration at half of the fitted maximal effect
Target sequence (P17405 47-631 limits assumed): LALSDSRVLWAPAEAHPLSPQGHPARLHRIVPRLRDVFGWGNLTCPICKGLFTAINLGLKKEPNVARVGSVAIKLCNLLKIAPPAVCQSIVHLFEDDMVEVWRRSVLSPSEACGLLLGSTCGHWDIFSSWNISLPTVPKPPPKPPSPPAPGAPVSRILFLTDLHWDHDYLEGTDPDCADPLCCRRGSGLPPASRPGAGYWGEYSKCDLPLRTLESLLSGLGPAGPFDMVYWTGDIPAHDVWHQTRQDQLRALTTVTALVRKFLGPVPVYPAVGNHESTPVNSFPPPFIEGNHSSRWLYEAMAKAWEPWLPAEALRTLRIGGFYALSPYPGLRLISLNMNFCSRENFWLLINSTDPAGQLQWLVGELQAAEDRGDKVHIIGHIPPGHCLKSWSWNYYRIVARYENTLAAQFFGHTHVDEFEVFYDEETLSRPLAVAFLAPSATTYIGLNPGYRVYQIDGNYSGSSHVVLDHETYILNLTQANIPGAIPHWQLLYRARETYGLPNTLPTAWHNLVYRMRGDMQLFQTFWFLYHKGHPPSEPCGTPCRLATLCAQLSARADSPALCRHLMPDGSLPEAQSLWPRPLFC
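Fluorogenic HMU-PC substrate (9 uM final) is turned over by placental ASM in 60 min at 37 C after a 10 min compound preincubation. Reaction ended by alkaline stop (pH 10), with fluorescence read at 386/447 nm.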
B2AR arrestin – qHTS assay of beta-arrestin-biased ligands of beta2-adrenergic receptor | Beta-2 adrenergic receptor (Homo sapiens), P07550 | beta-arrestin recruitment to beta2AR, cell-based reporter | Potency, µM (titrated, usually from 46.1 µM), for the others: at the top dose activation, usual class: activators | 0.02% of 330,000 active;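 further: potency means the concentration at half of the fitted maximal effect; 0% = DMSO controls and full agonism = EC100 isoproterenol or metaproterenol; nearly all actives have a fitted effect of over 65% in size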
p53 reactivator – qHTS assay for re-activators of p53 using a Luc reporter | Potency, µM (doses to about 92.2 µM), for the others: at the highest dose activity change, positive = activation, usual class: activators | AID 504706, 2011 | H1299 p53-A138V BP100-luciferase reporter, luminescence, 24 h | 0.063% of 320,000 active; further: potency means the concentration at half of the fitted maximal effect; % of control where 0% means no effect; nearly all actives have a fitted effect of over 45% in size
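H1299 (p53-null), stable ts p53-A138V + BP100-Luc; 1000 cells/well, Opti-MEM/10% FBS; cpd 4 pt, 1:5; 24 h, 37 deg C, 5% CO2; detection reagent 10 min RT; luminescence.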
uPA generation – qHTS for Inhibitors of Cell Surface uPA Generation. cell surface uPA generation assay, qHTS. 0.31% of 330,000 active. Potency, µM (series often up to 38.3 µM), inactives show top-dose activity change, negative = inhibition, most hits filed as inhibitors; active means well fitted inhibition curve with a large enough effect; inconclusive means small, poorly fitted or top-dose-only effect; inactive means no such curve, though single readings can be large or run the other way; tested in mouse RAW 264.7 cells; further: potency means the concentration at half of the fitted maximal effect; on the % scale 0 is the no-effect control and ±100 the full control effect; nearly all actives have a fitted effect of over 55% in size
a7 integrin act – qHTS for Activators of Integrin-Mediated Alleviation for Muscular Dystrophy; alpha7betagal myoblasts, beta-gal FDG fluorescence, 48 h; 0.064% of 350,000 active; Potency, µM (highest dose often 38.3 µM), for the others: at the top dose activation, usual class: activators;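 further: potency means the concentration at half of the fitted maximal effect; 100% = response of the positive control SU9516; nearly all actives have a fitted effect of over 60% in size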
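alpha7betagal+/- myoblasts (passage 13, 250/well) treated 48 h at 37C with compounds at 1:260 dilution of DMSO stock. Lysed, then beta-galactosidase activity read as FDG fluorescence (ex 480/em 540) after 30 min, with pre-read for autofluorescence.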
ELG1 genotoxic – qHTS screen for small molecules that induce genotoxicity in human embryonic kidney (HEK293T) cells expressing luciferase-tagged ELG1. 1.3% of 330,000 active. HEK293T ELG1-luciferase reporter, luminescence, 16 h. Potency, µM (highest dose often 46 µM), inactives show at the highest dose activity change, positive = activation, actives largely listed as activators; further: potency means the concentration at half of the fitted maximal effect; % of control where 0% means no effect; nearly all actives have a fitted effect of over 60% in size
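Luminescence read-out: rising ELG1-luciferase signal, reflecting elevated ELG1 protein under genetic stress, flags genotoxic compounds. Cells were treated for 16 hr at 37 °C before ONE-Glo detection.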
USP2a inh – qHTS Assay for Inhibitors of Ubiquitin-specific Protease USP2a Using CHOP2 as the Reporter. Potency, µM (titrated, usually from 38.3 µM), for the others: at the highest dose activity change, negative = inhibition, usual class: inhibitors. AID 463254, 2010. 0.01% of 330,000 active. USP2 core, Ub-CHOP2 coupled fluorogenic reporter, 485/531;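 further: potency means the concentration at half of the fitted maximal effect; plate controls were DMSO wells for no effect and full inhibition by NEM control for full effect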
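USP2 core (10nM final) preincubated 30min RT with compound in 20mM Tris-HCl pH 8.0, 2mM CaCl2, 2mM beta-mercaptoethanol, 0.05% CHAPS; 25nM Ub-CHOP2 plus 25nM reporter substrate added, fluorescence (Ex485/Em531) read after 60min.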
* hit, by the source's call; ? = inconclusive; / = not tested or not shown; [ ] = remark or other dose. Unless noted, the call rests on the fitted dose curve; in most records, active means well fitted curve in the direction sought with a large enough effect; inconclusive means small, poorly fitted or top-dose-only effect, or another doubt; inactive means no such curve, though single readings can be large; an effect the other way counts as inactive or inconclusive. Outcome played no part in choosing rows, and some 2.6% of all compounds hit somewhere here.

SMILES,BRCA1 expr act,ASM inhibitor,p53 reactivator,uPA generation,B2AR arrestin,a7 integrin act,TRPV1 agonist,Eya2 phos inh,USP2a inh,ELG1 genotoxic,TSG101-PTAP inh
Cn1c(=O)c2[nH]c(COc3ccc(C(C)(C)C)cc3)nc2n(C)c1=O,-25%,-11%,-2%,-28%,-0.3%,-22%,0,1%,1%,-13%,-1%
OCCNCCCCOc1ccc(OCc2ccccc2)cc1,-36%,-6%,?,-5%,-4.4%,38%,6,-3%,1%,?,-2%
O=C(N/N=C/c1oc(O)c2ccccc12)c1ccccc1,14%,36%[activator],29%,-5%,-0.3%,3%,30,10%,9%,27%,-3%
O=C1CC(c2ccccc2)CC(O)=C1C=Nc1ccc(Cl)cc1 (stereo unspecified),3%,41%[activator],4%,-20%,-0.3%,3%,0,-2%,0%,0%,-5%
O=Cc1coc2ccc3ccccc3c2c1=O,-4%,4%,2%,-3%,0.2%,-10%,-7,-2%,-2%,-11%,4%
COc1ccccc1NC(=O)CN1CCC(C(=O)c2ccc(F)cc2)CC1,-2%,-2%,2%,-2%,-0.9%,-20%,?,2%,-1%,-5%,-5%
O=C(N/N=C/c1ccc2nccnc2c1)c1ccccc1O,/,/,12%,/,-0.2%,/,1,2%,13%,3%,/
CCCCC[n+]1ccn(-c2nc3ccccc3nc2[N-]S(=O)(=O)c2ccccc2)c1,-9%,/,0%,-8%,4.3%,?,7,-16%,-1%,14%,-1%

The list goes on.
SMILES,BRCA1 expr act,ASM inhibitor,p53 reactivator,uPA generation,B2AR arrestin,a7 integrin act,TRPV1 agonist,Eya2 phos inh,USP2a inh,ELG1 genotoxic,TSG101-PTAP inh
CC1(C)CC(=O)C=C(NCc2ccncc2)C1,6%,14%,0%,/,-0.5%,8%,2,-14%,-2%,0%,-4%
Cc1cc2c(c(=O)o1)C(C(C)C)C(C#N)=C(N)O2 (stereo unspecified),6%,3%,5%,-3%,-1.0%,7%,-2,-2%,1%,2%,-12%
CN(Cc1ccccc1)C(=O)c1ccccc1Br,36%,3%,-8%,5%,-0.2%,18%,9,2%,0%,-2%,-3%
COCCn1c(C)cc2c(c1=O)C(c1ccccc1F)C(C#N)=C(N)O2 (stereo unspecified),0%,3%,-7%,-1%,-0.8%,-13%,1,-5%,3%,-1%,-3%
CC(=O)NCC(=O)N(c1c(C)n(C)n(-c2ccccc2)c1=O)C1(C(=O)NC2CCCC2)CCCCC1,9%,4%,15%,-6%,-0.2%,19%,-1,0%,-2%,1%,-5%
CCN(Cc1cnn(C)c1)C(=O)c1ccc(OC2CCN(S(=O)(=O)N(C)C)CC2)cc1,0%,4%,0%,-6%,-0.5%,2%,-3,-4%,0%,-5%,-1%
C/C(=N\NC(=O)c1ccc(Br)cc1)C1C(=O)c2ccccc2C1=O,28%,-7%,?,7%,0.1%,1%,1,-24%,2%,-7%,-9%
COc1ccc(-c2ocnc2C(=O)Nc2ccc(N3CCOCC3)cc2N2CCOCC2)cc1OC,-32%,-4%,-5%,-4%,0.5%,8%,1,-23%,-1%,2%,9%

(cont.)
SMILES,BRCA1 expr act,ASM inhibitor,p53 reactivator,uPA generation,B2AR arrestin,a7 integrin act,TRPV1 agonist,Eya2 phos inh,USP2a inh,ELG1 genotoxic,TSG101-PTAP inh
COc1ccc(S(=O)(=O)N2CCC(C(=O)N(C)Cc3ccc(C)o3)CC2)cc1OC,-11%,30%,1%,12%,-0.1%,-29%,0,4%,3%,3%,-5%
CN(CC(=O)Nc1ccc(F)c(F)c1F)C(=O)C1CCCO1 (stereo unspecified),9%,-2%,-4%,0%,0.2%,7%,0,4%,0%,-5%,1%
COc1ccc2nc(NC(=O)CSc3nc(C)cc(=O)[nH]3)sc2c1,34%,-3%,11%,-2%,0.3%,15%,-2,-22%,-2%,25%,-5%
COc1ccc(Cl)cc1NC(=O)c1cccc(S(=O)(=O)Nc2c(C)n(C)n(-c3ccccc3)c2=O)c1,-25%,7%,/,2%,/,0%,/,/,/,/,-3%
C=CCC(Nc1ccccc1)c1cccc(OC)c1OC (stereo unspecified),-9%,0%,1%,2%,0.1%,6%,20,4%,2%,0%,-3%
COc1cccc2[nH]c3c(=O)[nH]cnc3c12,-2%,7%,-5%,3%,-0.1%,14%,1,?,2%,4%,1%
O=C(NCc1ccccc1)C(c1ccco1)N(C(=O)c1cnccn1)c1ccc(F)cc1 (stereo unspecified),-2%,1%,8%,-3%,-1.2%,29%,7,15%,-1%,0%,0%
C#CCOC(=O)Nc1cccn(Cc2c(Cl)cccc2Cl)c1=O,-58%,-1%,4%,-9%,-1.0%,-17%,18,-8%,1%,-3%,-1%

The listing continues:
SMILES,BRCA1 expr act,ASM inhibitor,p53 reactivator,uPA generation,B2AR arrestin,a7 integrin act,TRPV1 agonist,Eya2 phos inh,USP2a inh,ELG1 genotoxic,TSG101-PTAP inh
COC(=O)/C=C1/SC(=Nc2ccc(Cl)c(Cl)c2)NC1=O,-29%,-3%,-3%,-2%,0.3%,-17%,1,18%,1%,-8%,-2%
COc1cccc(Cn2cc(N)cn2)c1,11%,-4%,4%,6%,0.0%,-34%[inhibitor],9,-4%,2%,4%,-1%
COc1ccc([N+](=O)[O-])cc1N(CC(=O)NC(C(C)C)C(C)C)S(C)(=O)=O,1%,-3%,3%,-3%,-0.4%,-3%,2,2%,0%,-3%,-7%
CN1C(=O)[C@H]2[C@@H](/C=C/c3ccccc3)N3C(=O)CN(Cc4ccccc4)C(=O)[C@@]3(C)[C@H]2C1=O,0%,0%,/,8%,-1.1%,12%,3,15%,1%,2%,-6%
COc1ccccc1C(=O)NN(C)C1=NS(=O)(=O)c2ccccc21,10%,-1%,-2%,2%,0.2%,?,-9,7%,3%,0%,-6%
CCC1(C)Cc2c(sc3[nH]c(=S)[nH]c(=S)c23)CO1 (stereo unspecified),12%,1%,-8%,7%,0.4%,-7%,-5,2%,2%,0%,0%
Cc1ccc(-c2nc(SCC(N)=O)c(C#N)c3c2CCCC3)cc1,1%[1.84 µM],6%,-2%,-9%,3.2%,-8%,12,-9%,3%,-9%,-5%
CC(=O)CCC(=O)NCCc1ccccc1F,13%,2%,15%,-4%,0.0%,2%,-3,-32%,-1%,10%,1%

New compounds follow:
SMILES,BRCA1 expr act,ASM inhibitor,p53 reactivator,uPA generation,B2AR arrestin,a7 integrin act,TRPV1 agonist,Eya2 phos inh,USP2a inh,ELG1 genotoxic,TSG101-PTAP inh
C/C(=N/O)c1ccc(Oc2cnccn2)cc1,33%,1%,4%,4%,-0.1%,-10%,-5,18%,2%,1%,0%
CC(C)(C)OC(=O)C[C@@H]1C/C=C\C[C@@H](CC(=O)N[C@@H](CO)Cc2ccccc2)C(=O)NC[C@@H](c2ccccc2)OC1=O,-6%,3%,7%,-5%,-0.2%,0%,/,2%,2%,-5%,-5%
CC(C)Cn1c(=O)c(C(=O)N/N=C/c2cccc(F)c2)c(O)c2ccccc21,-31%,-10%,9%,-8%,-0.3%,14%,-1,0%,3%,-6%,-5%
COC(=O)Nc1cc(C(=O)c2ccc(Cl)cc2Cl)c[nH]1,19%,-3%,5%,-2%,0.3%,33%,3,12%,1%,1%,-1%
Cc1cccc2cc(CN(CC3CCCO3)C(=S)Nc3ccccc3)c(=O)[nH]c12 (stereo unspecified),-17%,4%,8%,-3%,-0.6%,14%,2,-7%,3%,-8%,-6%
Cc1ccc(NC(=S)NCc2ccc3c(c2)cc(C)n3C)c(C)c1,-17%,-7%,-1%,16%,-1.0%,-38%,5,-23%,-1%,-6%,-6%
COc1ccc(-c2noc(-c3ccccc3C(=O)NCC3CCCO3)n2)cc1 (stereo unspecified),41%,2%,1%,-7%,-0.7%,15%,4,-29%,0%,-9%,-1%
